SR-BI HDL uptake = inhibitors of SR-BI mediated HDL lipid uptake, primary screen, ldlA[mSR-BI] cells, fluorescence, single point; Scavenger receptor class B member 1 (Mus musculus), Q61009; ldlA[mSR-BI] CHO cells, DiI-HDL uptake fluorescence, 3 h; 320,000 tested, 0.96% active; inhibition, % at 12.5 µM;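 active = mean replicate inhibition of at least 70% and a set share of replicates each scoring 70 or more; inconclusive = meets just one of the two criteria; inactive = fails both criteria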;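 also: 0% = median of neutral control wells and 100% = median of positive control wells; values of inactives mirror those of a sister screen read the other way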
dFosB activator = activators of delta FosB homodimer, primary screen, biochemical, fluorescence polarization, TAMRA-CDK5 oligo, single point. 340,000 tested, 0.99% active. Protein FosB (Mus musculus), P13346. purified delta FosB; percent of positive-control signal above neutral wells. activation, % at 25 µM. AID 493131, 2011;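 active = mean activation above about 17%, with every replicate also reaching it, limit read from the data, passing the limit was not always enough; inconclusive = only one of the two conditions met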;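 also: fluorescence polarization rise as delta FosB binds a TAMRA Cdk5 AP-1 oligo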
CDK5 p35 inh = inhibitors of human CDK5/p35 kinase, primary screen, biochemical, single concentration; Cyclin-dependent kinase 5 (Homo sapiens) + Cyclin-dependent kinase 5 activator 1 (Homo …; Recombinant CDK5/p35, ADP-Glo luminescence, 60 min; inhibition, % at 10 µM; 330,000 tested, 0.01% active;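 active = highest replicate inhibition of at least 50% and at least 75% of replicates reaching 50%; inconclusive = only one of the two criteria met; inactive = both criteria failed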;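 also: plate controls were DMSO neutral control for no effect and GW8510 at 10 µM for full effect; many of its hits are not listed in these tables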
Target sequence (Q00535 whole entry, looked up): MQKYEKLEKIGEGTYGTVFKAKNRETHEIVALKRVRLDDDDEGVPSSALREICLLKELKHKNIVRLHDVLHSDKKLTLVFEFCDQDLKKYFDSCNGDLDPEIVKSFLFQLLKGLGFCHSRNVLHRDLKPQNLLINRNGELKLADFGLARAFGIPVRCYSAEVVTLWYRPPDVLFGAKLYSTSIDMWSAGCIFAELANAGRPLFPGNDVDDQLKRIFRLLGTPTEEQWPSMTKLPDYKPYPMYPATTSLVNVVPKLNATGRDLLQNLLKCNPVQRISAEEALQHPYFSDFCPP
Target sequence (Q15078 whole entry, looked up): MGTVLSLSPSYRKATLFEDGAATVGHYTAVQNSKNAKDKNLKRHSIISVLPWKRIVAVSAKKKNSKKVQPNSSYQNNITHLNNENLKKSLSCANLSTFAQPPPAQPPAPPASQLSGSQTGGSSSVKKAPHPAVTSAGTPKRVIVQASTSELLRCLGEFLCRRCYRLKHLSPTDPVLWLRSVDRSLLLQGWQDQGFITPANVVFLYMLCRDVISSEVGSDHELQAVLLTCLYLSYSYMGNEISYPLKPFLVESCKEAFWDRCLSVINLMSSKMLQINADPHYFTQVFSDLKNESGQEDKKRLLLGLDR
V-ATPase pHluor = regulators of yeast V-ATPase proton pumping, primary screen, pHLuorin cytosolic pH fluorescence | response, % at 10 µM | 350,000 tested, 0.37% active | S. cerevisiae; in the data active = response mostly above about 7.3%, no sharp cut-off; inactive = mostly below about 5.4%; also: actives read high; inactives centre near 0; some compounds called inactive have numbers as strong as hits; reference of the scale not given here
NSD2 HMT inh = NSD2 histone methyltransferase inhibitors, primary screen, biochemical, AlphaScreen, single concentration, set 2 | NSD2 peptide methylation, 120 min | inhibition, % at 12.5 µM | 310,000 tested, 0.54% active | AID 743445, 2014; in the data active = inhibition above about 50%
HTR5A ag = HTR5A agonists in luminescence cell assay, primary screen, counter-screen for OPRM1-OPRD1 heterodimer agonist project, full-deck HTS; 5-hydroxytryptamine receptor 5A (Homo sapiens), P47898; cell-based; activation, % at 9.3 µM; 340,000 tested, 0.61% active; AID 504692, 2011; in the data active = activation mostly above about 9.5%, no sharp cut-off; inactive = mostly below about 7.6%;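 also: 0% = cells with vehicle only and 100% = reference agonist; strong numbers were not always called active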
Target sequence (P47898 whole entry, looked up): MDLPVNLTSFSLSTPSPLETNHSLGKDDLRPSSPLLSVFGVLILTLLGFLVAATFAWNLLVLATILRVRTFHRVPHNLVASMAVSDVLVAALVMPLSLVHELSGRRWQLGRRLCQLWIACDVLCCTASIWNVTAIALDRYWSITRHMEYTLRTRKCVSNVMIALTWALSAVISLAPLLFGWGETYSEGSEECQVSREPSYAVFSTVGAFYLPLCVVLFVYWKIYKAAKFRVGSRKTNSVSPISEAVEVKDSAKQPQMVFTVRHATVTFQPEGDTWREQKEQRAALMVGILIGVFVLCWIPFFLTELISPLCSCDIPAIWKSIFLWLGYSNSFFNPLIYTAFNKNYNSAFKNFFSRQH
Wnt act = Wnt/beta-catenin pathway activators, primary screen, cell-based, plate reader, single point; Wnt/beta-catenin reporter cell assay, activator; activation, % at 9.35 µM; 300,000 tested, 1.2% active; AID 743398, 2014; in the data active = activation above about 30%, passing the limit was not always enough; inconclusive = no clear call, values can overlap the other calls;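 also: 0% = neutral control wells and 100% = positive control wells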
HTR5A inv ctr = HTR5A inverse agonists in luminescence cell assay, primary screen, counter-screen for OPRM1-OPRD1 heterodimer inverse agonist project, full-deck HTS; 5-hydroxytryptamine receptor 5A (Homo sapiens), P47898; HTR5A cell line, inverse agonism; inhibition, % at 9.3 µM; 340,000 tested, 0.083% active; AID 504634, 2011; in the data active = inhibition mostly above about 23%, no sharp cut-off; inactive = mostly below about 18%;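 also: 0% = cells with DMSO and 100% = no-cell wells with DMSO; some compounds called inactive have numbers as strong as hits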
PvdQ acylase = P. aeruginosa PvdQ acylase inhibitors, primary screen, biochemical, fluorescence, plate reader and imaging, single point | purified PvdQ acylase | inhibition, % at 10 µM | 340,000 tested, 0.063% active | AID 488965, 2010; in the data active = inhibition above about 30%, passing the limit was not always enough; inconclusive = no clear call, values can overlap the other calls;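 also: 0% = vehicle neutral wells and 100% = reference inhibitor wells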
MITF act = activators of MITF-driven TRPM1 promoter reporter, primary screen, cell-based, SK-MEL-5, luciferase, single point | SK-MEL-5 TRPM1-promoter luciferase, 24 h; % of positive control, neutral wells = 0 | activation, % at 12.5 µM | 300,000 tested, 0.75% active | AID 588334, 2011;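 active = mean activation of at least 80% with every replicate also reaching 80%; inconclusive = mean reaches 80% but some replicate falls short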;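 also: 0% = neutral control wells and 100% = parthenolide positive control wells; values of inactives mirror those of a sister screen read the other way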
* hit, by the source's call; ? = inconclusive; · = no result given. Rows are unselected; overall some 5% were active at least once.

SMILES	SR-BI HDL uptake	dFosB activator	CDK5 p35 inh	V-ATPase pHluor	NSD2 HMT inh	HTR5A ag	Wnt act	HTR5A inv ctr	PvdQ acylase	MITF act
Cc1cccc(NC(=O)CSCc2nc3c(nnn3Cc3ccc(F)cc3)c(=O)[nH]2)c1C	-9	14	1.0	-2	2	-2	-2	17	-8	5
CC(=O)N1CCN(C(=O)C2CCN(S(=O)(=O)c3ccccc3C(F)(F)F)CC2)CC1	-11	1	-2.3	-3	31	-3	-4	11	-10	11
CCC(=O)Nc1ccc(NC(=O)c2ccco2)cc1	3	4	-0.9	9	-6	2	15	17	-2	66
c1ccc(CSc2nnc3ccc(-c4ccncc4)nn23)cc1	·	-5	0.6	-4	0	1	-1	-27	0	14
CN(CCOc1ccccc1)C(=O)C1CCC(=O)N(CCCN2CCCC2=O)C1 (centres undefined)	-5	0	0.7	1	0	1	1	-7	-12	1
COCCn1c(=O)[nH]c2cc(C(=O)N3CCN(c4ccc(OC)cc4)CC3)ccc2c1=O	2	-8	2.1	4	1	-1	0	12	9	3
CCC(C)[C@H](NC(=O)Nc1ccccc1F)C(=O)O (some centres undefined)	·	-3	-0.3	-2	-1	1	-2	3	1	-5
CC(C)Nc1ccc(C(CC(N)=O)NC(=O)Cc2ccc(Br)cc2)cc1[N+](=O)[O-] (centres undefined)	4	?	1.3	0	·	1	-8	-1	-15	20
O=C(O)CSc1nnc(-c2ccc3c(c2)OCO3)o1	-19	5	0.3	-6	-1	5	-1	-28	2	3
COC(=O)C1CCN(S(C)(=O)=O)CC1	-8	3	-3.2	-1	3	3	0	-5	-17	·
COc1c2ccoc2c(OC[C@@H](O)C(C)(C)OC)c2oc(=O)ccc12	0	3	0.9	2	·	9	-1	-26	9	3
CCCn1c(=O)c2[nH]c(C3CCCC3)nc2n(CCC)c1=O	12	0	0.4	6	·	1	-5	-8	2	9
Cn1c(C(=O)N2CCCC(C(=O)NCCCSC3CCCCC3)C2)cc2sccc21 (centres undefined)	50	-6	0.7	3	9	0	·	-9	4	-9
O=C(CCCN1C(=O)NC2(CCCC2)C1=O)NCc1ccccc1	-9	-1	-1.8	-5	-2	0	-3	8	-4	14
N#Cc1ccccc1S(=O)(=O)N1CCN(C(=O)c2ccc(-n3cncn3)c([N+](=O)[O-])c2)CC1	-2	-10	-1.0	-1	-1	2	-1	1	-4	-6
COc1ccc(S(=O)(=O)N2N=C(c3ccc(NS(C)(=O)=O)cc3)CC2c2ccco2)cc1 (centres undefined)	-11	-3	-2.5	5	-1	-5	-4	13	-9	-6
Cc1cnn(C(=O)c2cc(-c3ccccn3)nc3ccc(Cl)cc23)c1	-12	-13	1.9	-1	-1	4	0	2	5	-19
COc1nc(NCCO)nc(Nc2ccc([N+](=O)[O-])cc2)n1	9	-8	0.1	-4	0	-5	·	-30	11	14
O=[N+]([O-])c1ccc2c(c1)C=C1CCCCC1(N1CCCCC1)O2 (centres undefined)	19	-10	0.6	-1	-1	0	·	0	6	9
O=C(Cc1ccccc1F)Nc1ccc(S(=O)(=O)N2CCCC2)cc1	15	-2	0.3	1	-2	2	0	-4	-14	9
Cn1c(SCC(=O)Nc2ccc(F)cc2)nnc1C1CC1	·	4	-1.0	2	1	4	2	-12	-16	·
CC1CCCCC1N1CCN(C(=O)c2cccc(F)c2)CC1 (centres undefined)	-4	-1	1.5	-5	·	-1	·	-1	-2	-6
NC(=O)C1=C[C@H](c2csc3ccccc23)C[C@H](OCc2ccc(CO)cc2)O1	-3	1	-0.2	7	·	7	16	8	-18	10
CCc1ccccc1OCCCCN1CCCCC1	-30	-5	-1.3	0	1	4	-4	-11	-4	1
O=C(Oc1ccc(-c2cn3c(n2)SCC3)cc1)c1ccccc1	-23	-5	0.5	0	-6	-2	·	-5	-3	22
C(=C\CSc1nnnn1-c1ccccc1)/CSc1nnnn1-c1ccccc1	-34	-3	-1.3	2	-4	1	·	0	-16	-8
Cc1cc(O)ccc1C1(c2ccc(O)cc2C)OC(=O)c2ccccc21	-5	0	1.2	-6	6	3	-1	-7	-10	·
CN(c1ccccc1)S(=O)(=O)c1cccc(NS(=O)(=O)c2cccc(C(=O)O)c2)c1	-8	-6	-0.4	5	1	6	-2	3	9	1
Cc1ccc(N(C(=O)Cn2nnc(-c3ccc(F)cc3)n2)C(CC(C)C)C(=O)NCC2CCCO2)cc1 (centres undefined)	7	-3	-1.4	-1	-1	1	·	-1	13	-12
CCC(C)NC(=O)CN1C(=O)CC(C)(C)S(=O)(=O)c2ccccc21 (centres undefined)	-17	9	0.6	-1	·	-4	0	10	20	0
COc1ccc(NC(=O)CN(C)C(=O)c2cc(CN3C(=O)c4ccccc4C3=O)ccc2OC)cc1	-9	-13	-0.9	-2	-1	2	-3	19	-6	-11
COc1ccccc1C1C(C(N)=O)=C(C)Nc2nc(CCCO)nn21 (centres undefined)	21	-1	0.2	-2	-1	-5	2	17	-5	-3
CC1Cc2cc(/C(O)=C3\C(=O)C(=O)N(CCN4CCOCC4)C3c3ccccc3F)ccc2O1 (centres undefined)	·	-4	0.1	2	0	7	-1	-18	2	-12
Cc1cc(NC(=S)Nc2cccc3ccccc23)n[nH]1	17	-3	0.8	3	32	-1	22	-10	-9	4
CCOc1cc(NC(=S)NCCCN2CCOCC2)c(OCC)cc1NC(=O)c1ccccc1C	-7	-4	1.5	2	15	2	-3	-4	-10	12
ClC1CCCCC1n1nnc2ccccc21 (centres undefined)	·	-1	-0.2	0	-5	1	10	3	-11	·

In the list so far, these contain a COOH group.
SMILES	SR-BI HDL uptake	dFosB activator	CDK5 p35 inh	V-ATPase pHluor	NSD2 HMT inh	HTR5A ag	Wnt act	HTR5A inv ctr	PvdQ acylase	MITF act
CCC(C)[C@H](NC(=O)Nc1ccccc1F)C(=O)O (some centres undefined)	·	-3	-0.3	-2	-1	1	-2	3	1	-5
O=C(O)CSc1nnc(-c2ccc3c(c2)OCO3)o1	-19	5	0.3	-6	-1	5	-1	-28	2	3
CN(c1ccccc1)S(=O)(=O)c1cccc(NS(=O)(=O)c2cccc(C(=O)O)c2)c1	-8	-6	-0.4	5	1	6	-2	3	9	1

(cont.)
SMILES	SR-BI HDL uptake	dFosB activator	CDK5 p35 inh	V-ATPase pHluor	NSD2 HMT inh	HTR5A ag	Wnt act	HTR5A inv ctr	PvdQ acylase	MITF act
O=C(NCc1ccccc1)c1cccc(NC(=O)C2CC2)c1	21	-1	-1.1	0	·	1	-1	-4	-13	0
CC(=O)c1c(N2CCCC2)[nH]c(-c2ccccc2)nc1=S	-16	-4	-0.2	6	3	-5	1	-4	-10	18
O=C(Cn1cc(COc2ccc(Br)cc2)nn1)c1ccc(O)cc1	-9	-12	1.4	-3	·	6	0	-22	-2	5
CC(=O)c1c(C)[nH]c(C(=O)OCC(=O)Nc2ccc3c(c2)OCCO3)c1C	6	0	-1.7	-1	1	-6	1	15	-15	-16
O=C1OCCN1C(=O)[C@H]1[C@H](c2ccc([N+](=O)[O-])cc2)C(c2cccc(Cl)c2)=NN1c1ccc(Br)cc1	21	-12	-3.1	1	·	0	-4	-1	-12	-8
CCOC(=O)/C(=C\Nc1ccccc1C(F)(F)F)Sc1ncc(C(F)(F)F)cc1Cl	-8	-2	0.8	1	1	2	·	-6	-13	9
O=C(Cc1ccc(Br)cc1)Nc1nc2ccccc2[nH]1	·	-1	0.7	-3	2	6	2	-4	-7	17
O=C(c1ccc(F)cc1)N1CCN(S(=O)(=O)c2ccc(Br)cc2)CC1	-9	2	1.4	4	0	-1	1	2	-16	2
Cc1ccc(C2=Nc3ccccc3N=C(c3ccco3)C2)c(O)c1	17	0	1.1	0	0	5	·	4	-9	-22
Cc1cc(C)cc(NC2=CC(=O)CC(c3ccco3)C2)c1 (centres undefined)	25	2	-1.0	-2	5	-1	-4	2	-12	·
Cc1ccc(-n2nc3c(=O)n(CC(=O)NC4CCCCC4)nc(C)c3c2C)cc1	-14	6	3.3	-1	9	-3	2	13	-2	-7
Nc1ccc(CCn2ccnc2)cc1	18	4	1.1	-2	1	-1	2	2	-18	-9

4 entries out of the list, ordered by formula weight, highest first.
SMILES	SR-BI HDL uptake	dFosB activator	CDK5 p35 inh	V-ATPase pHluor	NSD2 HMT inh	HTR5A ag	Wnt act	HTR5A inv ctr	PvdQ acylase	MITF act
COCCn1c(=O)[nH]c2cc(C(=O)N3CCN(c4ccc(OC)cc4)CC3)ccc2c1=O	2	-8	2.1	4	1	-1	0	12	9	3
CC(=O)c1c(C)[nH]c(C(=O)OCC(=O)Nc2ccc3c(c2)OCCO3)c1C	6	0	-1.7	-1	1	-6	1	15	-15	-16
COc1ccccc1C1C(C(N)=O)=C(C)Nc2nc(CCCO)nn21 (centres undefined)	21	-1	0.2	-2	-1	-5	2	17	-5	-3
CCC(=O)Nc1ccc(NC(=O)c2ccco2)cc1	3	4	-0.9	9	-6	2	15	17	-2	66

The list continues.
SMILES	SR-BI HDL uptake	dFosB activator	CDK5 p35 inh	V-ATPase pHluor	NSD2 HMT inh	HTR5A ag	Wnt act	HTR5A inv ctr	PvdQ acylase	MITF act
O=C(c1ccc(OC2CCN(C(=O)c3cccnc3)CC2)cc1)N1CCCCCC1	12	-6	0.2	-3	-3	2	-5	-6	-9	-12
COCC1CCCCN1Cc1cn[nH]c1-c1ccc(OC)cc1OC (centres undefined)	-3	-5	-1.0	5	3	4	7	-11	-8	0
CCOc1ccc(NS(=O)(=O)CC23CCC(CC2=O)C3(C)C)cc1 (centres undefined)	-1	-8	-0.7	1	-3	2	·	-10	-8	·
C=CCC[C@@H](Cc1ccc(F)cc1)C(=O)OCCNC(=O)[C@@H](CC=C)CC(=O)N[C@@H](CO)Cc1ccccc1	9	-15	0.6	1	·	2	-1	-8	-17	2
CC1(C)Cc2ccccc2-c2c1c(=O)n(Cc1ccccc1)c1nnnn21	-6	2	-0.3	-5	·	0	-2	1	-15	·

Full records, quoted from the list. Order of values: SR-BI HDL uptake, dFosB activator, CDK5 p35 inh, V-ATPase pHluor, NSD2 HMT inh, HTR5A ag, Wnt act, HTR5A inv ctr, PvdQ acylase, MITF act
O=C(c1ccc(OC2CCN(C(=O)c3cccnc3)CC2)cc1)N1CCCCCC1 is entered as 12, -6, 0.2, -3, -3, 2, -5, -6, -9, -12
CC1(C)Cc2ccccc2-c2c1c(=O)n(Cc1ccccc1)c1nnnn21 is entered as -6, 2, -0.3, -5, ·, 0, -2, 1, -15, ·
CCOc1ccc(NS(=O)(=O)CC23CCC(CC2=O)C3(C)C)cc1 (centres undefined) is entered as -1, -8, -0.7, 1, -3, 2, ·, -10, -8, ·

Screening results: PubChem BioAssay, several laboratories
